TcdB GH inh – blocks C. difficile toxin B glycohydrolase activity; TcdB glycohydrolase enzymatic assay, plate reader; inhibition, % at 9.99 µM; 350,000 compounds, 0.24% hits; AID 652162; in the data active = inhibition above about 10%
Mtb BioA inh – inhibitors of Mycobacterium tuberculosis BioA enzyme; purified M. tuberculosis BioA enzyme, plate reader; inhibition, % at 9.99 µM; 360,000 compounds, 0.096% hits; AID 602481; in the data active = inhibition above about 40%
Numbers without * were called inactive.

What do the screens show for `C[C@@H](NC(=O)C[C@H]1C[C@H]2c3cc(NC(=O)C4CCOCC4)ccc3O[C@H]2[C@H](CO)O1)c1ccccc1`?
TcdB GH inh: 0.0; Mtb BioA inh: 0.1

How did C[C@H](CO)N1C[C@H](C)[C@H](CN(C)Cc2ccncc2)Oc2ccc(NS(=O)(=O)c3ccc(F)cc3)cc2CC1=O do in these assays?
TcdB GH inh: -1.1; Mtb BioA inh: -1.5

How did CC(C)NC(=O)Nc1ccc2c(c1)C(=O)N([C@H](C)CO)C[C@H](C)[C@H](CN(C)C(=O)Nc1ccc3c(c1)OCO3)OCCCC[C@@H](C)O2 do in these assays?
TcdB GH inh: 1.2; Mtb BioA inh: 2.1

How did O=C(C[C@H]1CC[C@@H]2[C@H](COC[C@H](O)CN2Cc2ccc(F)cc2)O1)NCc1ccncn1 do in these assays?
TcdB GH inh: 0.2; Mtb BioA inh: 1.0

What do the screens show for `COc1ccccc1NC(=O)N(C)C[C@H]1Oc2cc(Br)ccc2S(=O)(=O)N([C@@H](C)CO)C[C@H]1C`?
TcdB GH inh: 0.4; Mtb BioA inh: 6.5

Results for O=C(C[C@H]1C=C[C@H](NC(=O)c2ccncc2)[C@H](CO)O1)NCC1CC1 ?
TcdB GH inh: 1.5; Mtb BioA inh: -0.5

How did C[C@H](CO)N1C[C@H](C)[C@H](CN(C)C)Oc2cc(-c3ccc(F)cc3)ccc2S1(=O)=O do in these assays?
TcdB GH inh: -0.1; Mtb BioA inh: 0.8

Results for CC=Cc1ccc2n(c1=O)C[C@H]1[C@H](CO)[C@@H](C(=O)Nc3ccc(-c4ccccc4)cc3)[C@@H]2N1C (mixture of isomers) ?
TcdB GH inh: -6.0; Mtb BioA inh: 0.9

Results for C[C@H](CO)N1C[C@H](C)[C@@H](CN(C)C(=O)CCCN(C)C)OCCCC[C@H](C)Oc2ccc(NC(=O)C3CCCCC3)cc2C1=O ?
TcdB GH inh: -0.8; Mtb BioA inh: -3.3

Results for CO[C@@H]1CC[C@@H]2CCN(C)C(=O)[C@@H](C)CN(C)C(=O)c3cccc(C#N)c3OC[C@H]1O2 ?
TcdB GH inh: 0.0; Mtb BioA inh: -0.4

How did C[C@@H]1CN([C@H](C)CO)C(=O)c2cc(-c3ccccc3)cnc2O[C@@H]1CN(C)C(=O)Nc1ccccc1 do in these assays?
TcdB GH inh: 0.7; Mtb BioA inh: -1.1

How did C[C@H](CO)N1C[C@H](C)[C@@H](CN(C)Cc2ccc(C(F)(F)F)cc2)Oc2ccc(NC(=O)CCCCCC(=O)Nc3ccccc3N)cc2CC1=O do in these assays?
TcdB GH inh: -0.1; Mtb BioA inh: -0.4

Results for Cc1ccc(S(=O)(=O)N(C)C[C@H]2OCCCC[C@@H](C)Oc3ccc(NS(=O)(=O)c4ccccc4)cc3C(=O)N([C@@H](C)CO)C[C@H]2C)cc1 ?
TcdB GH inh: 0.3; Mtb BioA inh: -2.1

What do the screens show for `COc1ccccc1NC(=O)N1CCCCN2[C@@H](CO)[C@H](c3ccc(C#CC4CCCC4)cc3)[C@@H]2C1`?
TcdB GH inh: 0.9; Mtb BioA inh: -5.9

How did Cc1ccccc1-c1cnc2c(c1)C(=O)N([C@H](C)CO)C[C@H](C)[C@@H](CN(C)CC1CCOCC1)O2 do in these assays?
TcdB GH inh: 1.4; Mtb BioA inh: -5.5

How did C[C@@H]1CCCCO[C@@H](CN(C)CC2CC2)[C@H](C)CN([C@@H](C)CO)C(=O)c2cc(NC(=O)NC3CCCCC3)ccc2O1 do in these assays?
TcdB GH inh: -0.3; Mtb BioA inh: -1.0

How did C[C@@H]1CN([C@H](C)CO)C(=O)c2cc(NC(=O)Nc3ccccc3)ccc2O[C@@H]1CN(C)S(=O)(=O)c1cn(C)cn1 do in these assays?
TcdB GH inh: 0.8; Mtb BioA inh: 0.7

What do the screens show for `CC(C)NC(=O)N(C)C[C@H]1Oc2ccc(NC(=O)Nc3ccc4c(c3)OCO4)cc2CC(=O)N([C@@H](C)CO)C[C@H]1C`?
TcdB GH inh: 2.0; Mtb BioA inh: 1.1

What do the screens show for `O=S(=O)(c1ccccc1)N1CCCCN2[C@H](CO)[C@@H](c3ccc(-c4ccccc4)cc3)[C@@H]2C1`?
TcdB GH inh: -1.7; Mtb BioA inh: -0.2

Results for COC(=O)C[C@H]1CC[C@@H]2[C@@H](COc3ccc(NC(=O)c4cccc(F)c4)cc3C(=O)N2C)O1 ?
TcdB GH inh: 3.7; Mtb BioA inh: 12

How did Cc1ccccc1-c1ccc2c(c1)O[C@@H](CN(C)C(=O)Nc1ccc(C(F)(F)F)cc1)[C@H](C)CN([C@H](C)CO)S2(=O)=O do in these assays?
TcdB GH inh: 0.3; Mtb BioA inh: -2.1

Results for N#C[C@H]1[C@@H](c2ccc(C#CC3CC3)cc2)[C@@H](CO)N1C(=O)Nc1ccc(F)cc1 ?
TcdB GH inh: -0.2; Mtb BioA inh: 13

How did C[C@H](CO)N1C[C@H](C)[C@@H](CN(C)Cc2ccc3c(c2)OCO3)Oc2c(NC(=O)c3ccc(-c4nccs4)cc3)cccc2C1=O do in these assays?
TcdB GH inh: -4.9; Mtb BioA inh: -2.3

How did C[C@@H]1CN([C@@H](C)CO)C(=O)c2cccc(NC(=O)c3ccncc3)c2O[C@H]1CN(C)C(=O)Nc1ccc2c(c1)OCO2 do in these assays?
TcdB GH inh: -0.2; Mtb BioA inh: -1.9

What do the screens show for `CO[C@@H]1CN(C)C(=O)c2cc(NC(C)=O)ccc2OC[C@H](C)N(CC2CC2)C[C@H]1C`?
TcdB GH inh: -1.1; Mtb BioA inh: -0.4

Results for Cn1cnc(S(=O)(=O)N[C@@H]2CC[C@H](CC(=O)N3CCN(c4ccccc4)CC3)O[C@H]2CO)c1 ?
TcdB GH inh: 0.6; Mtb BioA inh: -0.9

How did COCC(=O)N(C)C[C@H]1Oc2ncc(-c3ccccc3C)cc2C(=O)N([C@H](C)CO)C[C@@H]1C do in these assays?
TcdB GH inh: 0.2; Mtb BioA inh: -1.7

Results for COc1ccc(CN(C)C[C@@H]2Oc3c(NS(=O)(=O)c4ccc(C)cc4)cccc3C(=O)N([C@H](C)CO)C[C@@H]2C)cc1 ?
TcdB GH inh: -1.8; Mtb BioA inh: -1.2

What do the screens show for `C[C@@H]1CN([C@H](C)CO)C(=O)c2cc(Br)cnc2O[C@@H]1CN(C)Cc1ccccc1`?
TcdB GH inh: 1.1; Mtb BioA inh: 2.1

How did C[C@H]1CN([C@@H](C)CO)C(=O)c2cccc(NS(=O)(=O)c3cccs3)c2O[C@@H]1CN(C)CC1CC1 do in these assays?
TcdB GH inh: 0.1; Mtb BioA inh: -2.4

Results for C[C@@H]1CN([C@@H](C)CO)C(=O)c2cc(/C=C/c3ccccc3)cnc2O[C@@H]1CN(C)C ?
TcdB GH inh: 1.3; Mtb BioA inh: 0.4

Results for COc1ccc(S(=O)(=O)N(C)C[C@@H]2Oc3ccc(NC(=O)Nc4ccccc4)cc3C(=O)N([C@@H](C)CO)C[C@@H]2C)cc1 ?
TcdB GH inh: 0.2; Mtb BioA inh: 5.2

How did COc1ccc(NC(=O)Nc2ccc3c(c2)C(=O)N([C@@H](C)CO)C[C@H](C)[C@H](CN(C)Cc2ccncc2)O3)cc1 do in these assays?
TcdB GH inh: 0.2; Mtb BioA inh: -3.8

What do the screens show for `C[C@@H]1CN([C@@H](C)CO)C(=O)c2ccccc2-c2ccccc2CO[C@@H]1CN(C)S(=O)(=O)c1cccc(C#N)c1`?
TcdB GH inh: -1.2; Mtb BioA inh: -0.4

What do the screens show for `O=C(C[C@H]1CC[C@H]2[C@@H](COC[C@@H](O)CN2C(=O)C2CCOCC2)O1)NCc1ccncc1`?
TcdB GH inh: -0.3; Mtb BioA inh: -4.7

How did C[C@H](CO)N1C[C@H](C)[C@@H](CN(C)C(=O)Nc2ccc(C(F)(F)F)cc2)Oc2ccc(NC(=O)NC3CCCCC3)cc2CC1=O do in these assays?
TcdB GH inh: -0.6; Mtb BioA inh: -5.1

What do the screens show for `CCNC(=O)C[C@@H]1CC[C@H]2[C@H](COc3ccc(NC(=O)c4cscn4)cc3C(=O)N2C)O1`?
TcdB GH inh: -6.5; Mtb BioA inh: 0.8

How did COc1ccc(NC(=O)N(C)C[C@@H]2Oc3ccc(NS(=O)(=O)c4c(C)noc4C)cc3C(=O)N([C@H](C)CO)C[C@@H]2C)cc1 do in these assays?
TcdB GH inh: -0.6; Mtb BioA inh: -2.6

How did C[C@@H]1CCCCO[C@H](CN(C)C(=O)c2ccncc2)[C@H](C)CN([C@H](C)CO)C(=O)c2cc(NS(=O)(=O)c3cccs3)ccc2O1 do in these assays?
TcdB GH inh: -1.3; Mtb BioA inh: -0.9

What do the screens show for `C[C@@H]1CN([C@H](C)CO)C(=O)Cc2cc(NC(=O)CCC(F)(F)F)ccc2O[C@@H]1CN(C)CC1CCCCC1`?
TcdB GH inh: -0.7; Mtb BioA inh: -4.5

What do the screens show for `C[C@H]1CCCCO[C@H](CN(C)C(=O)Cc2ccccc2)[C@@H](C)CN([C@@H](C)CO)C(=O)c2cc(NS(=O)(=O)c3ccccc3)ccc2O1`?
TcdB GH inh: -0.5; Mtb BioA inh: 0.4

What do the screens show for `Cc1noc(C)c1NC(=O)Nc1cccc2c1O[C@H](CN(C)S(=O)(=O)c1cccs1)[C@H](C)CN([C@@H](C)CO)C2=O`?
TcdB GH inh: 0.5; Mtb BioA inh: 4.5

What do the screens show for `C[C@@H]1CCCCO[C@@H](CN(C)S(C)(=O)=O)[C@@H](C)CN([C@@H](C)CO)C(=O)c2cc(NS(=O)(=O)c3ccccc3)ccc2O1`?
TcdB GH inh: 0.3; Mtb BioA inh: -0.7

Results for CO[C@@H]1CN(C)C(=O)c2cc(NC(=O)CC(F)(F)F)ccc2OC[C@@H](C)N(C(=O)C2CC2)C[C@H]1C ?
TcdB GH inh: -0.3; Mtb BioA inh: -0.7

What do the screens show for `C[C@@H]1CN([C@H](C)CO)C(=O)Cc2cc(NS(=O)(=O)c3cccs3)ccc2O[C@@H]1CN(C)Cc1ccc(Cl)c(Cl)c1`?
TcdB GH inh: 0.0; Mtb BioA inh: 4.5

Results for COc1ccccc1NC(=O)N1CCCCN2[C@H](C1)[C@@H](c1ccc(C#CC3CCCC3)cc1)[C@@H]2CO ?
TcdB GH inh: 1.7; Mtb BioA inh: 1.8

What do the screens show for `CC(C)[Si](OCCCNS(=O)(=O)c1ccc(Br)cc1)(C(C)C)C(C)C`?
TcdB GH inh: 0.1; Mtb BioA inh: -0.9

Results for C[C@@H]1CN([C@H](C)CO)C(=O)c2cc(NC(=O)c3ccccc3)ccc2O[C@@H](C)CCCCO[C@@H]1CN(C)C(=O)Cc1ccccc1 ?
TcdB GH inh: 0.9; Mtb BioA inh: -4.8

What do the screens show for `CCCNC(=O)N(C)C[C@H]1Oc2ncc(C#C[C@H](C)O)cc2C(=O)N([C@H](C)CO)C[C@@H]1C`?
TcdB GH inh: 0.0; Mtb BioA inh: -1.1

What do the screens show for `C[C@@H]1CN([C@@H](C)CO)S(=O)(=O)c2ccc(C#CCN(C)C)cc2O[C@H]1CN(C)CC1CCCC1`?
TcdB GH inh: 0.9; Mtb BioA inh: -0.3

How did C[C@H]1CCCCO[C@@H](CN(C)C(=O)Nc2ccc(C(F)(F)F)cc2)[C@@H](C)CN([C@@H](C)CO)C(=O)c2cc(NC(=O)Nc3ccccc3)ccc2O1 do in these assays?
TcdB GH inh: -0.5; Mtb BioA inh: -1.6

What do the screens show for `C[C@@H]1CN([C@H](C)CO)C(=O)Cc2cc(NC(=O)Nc3ccc(F)cc3)ccc2O[C@@H]1CN(C)Cc1ccccc1`?
TcdB GH inh: -0.4; Mtb BioA inh: -2.3

What do the screens show for `CN1[C@@H]2c3ccc(-c4cccc(F)c4)c(=O)n3C[C@H]1[C@H](CO)[C@H]2C(=O)N1CCOCC1`?
TcdB GH inh: 0.5; Mtb BioA inh: 0.2

Results for Cc1noc(C)c1S(=O)(=O)Nc1ccc2c(c1)C(=O)N([C@H](C)CO)C[C@@H](C)[C@@H](CN(C)C(=O)NC1CCCCC1)O2 ?
TcdB GH inh: -4.1; Mtb BioA inh: -0.7

How did COCC(=O)Nc1ccc2c(c1)C(=O)N(C)[C@H]1CC[C@H](CC(=O)NCCCN(C)C)O[C@H]1CO2 do in these assays?
TcdB GH inh: -13; Mtb BioA inh: -3.7

How did Cc1cc(C(=O)Nc2ccc3c(c2)C(=O)N(C)[C@H]2CC[C@@H](CC(=O)NCC(F)(F)F)O[C@H]2CO3)no1 do in these assays?
TcdB GH inh: 1.8; Mtb BioA inh: -1.6

What do the screens show for `C[C@H](O)C#Cc1ccc2c(c1)O[C@H](CN(C)CC1CCOCC1)[C@H](C)CN([C@@H](C)CO)S2(=O)=O`?
TcdB GH inh: 0.3; Mtb BioA inh: 0.0

What do the screens show for `COC(=O)c1c2oc(c1C(=O)OC)C(=O)N[C@@H](Cc1ccccc1)Cn1cc(nn1)CNC(=O)[C@H](Cc1ccccc1)NC(=O)N[C@@H](CO)CC2`?
TcdB GH inh: 0.7; Mtb BioA inh: -0.6

An excerpt; the hit share may differ from the screen's.
